Assay outcomes deposited in PubChem by National Center for Advancing Translational Sciences (NCATS).
RGS4 inh – human RGS4 inhibition; Potency, µM (titrated, usually from 114 µM), without a hit: top-dose activity change, negative = inhibition, hits mostly inhibitors; P49798; AID 504845; 390,000 tested, 0.039% active; Transcreener GDP fluorescence polarization, RGS4-accelerated GTP hydrolysis; further: potency means the concentration at half of the fitted maximal effect; on the % scale 0 is the no-effect control and ±100 the full control effect; nearly all actives have a fitted effect of over 75% in size; some results filed as inactive show a strong effect at the top dose
Target sequence (P49798 whole entry, looked up): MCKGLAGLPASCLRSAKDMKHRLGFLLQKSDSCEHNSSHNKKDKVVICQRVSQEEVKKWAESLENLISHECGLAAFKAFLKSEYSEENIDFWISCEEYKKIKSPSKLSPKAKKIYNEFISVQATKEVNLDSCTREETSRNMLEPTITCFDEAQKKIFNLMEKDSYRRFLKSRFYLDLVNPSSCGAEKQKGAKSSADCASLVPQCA
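MLSMR compounds (23 nl, pin-transferred) preincubated 10 min at room temperature with a 500nM (2x) first reagent, then RGS4 at 900nM (2x) plus Transcreener GDP mix added; fluorescence polarization (620/688 nm) read before and after 90 min at 30 °C.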
JMJD2A Tudor – inhibitors of human JMJD2A Tudor domain. Potency, µM (doses to about 114 µM), for the others: at the highest dose activity change, negative = inhibition, usual class: inhibitors. O75164. AlphaScreen JMJD2A-Tudor / H3K4me3 peptide binding. 390,000 tested, 4.4% active; further: potency means the concentration at half of the fitted maximal effect; on the % scale 0 is the no-effect control and ±100 the full control effect; nearly all actives have a fitted effect of over 50% in size
G9a inh – G9a (human) methyltransferase inhibition; Q96KQ7; G9a H3K9 monomethylation, AlphaScreen, 2 h; Potency, µM (top dose mostly 102 µM), for inactives: at the highest dose activity, negative = inhibition, most hits filed as inhibitors; 350,000 tested, 8.8% active; further: potency means the concentration at half of the fitted maximal effect; on the % scale 0 is the no-effect control and ±100 the full control effect; nearly all actives have a fitted effect of over 75% in size
Target sequence (Q96KQ7 913-1193 limits assumed): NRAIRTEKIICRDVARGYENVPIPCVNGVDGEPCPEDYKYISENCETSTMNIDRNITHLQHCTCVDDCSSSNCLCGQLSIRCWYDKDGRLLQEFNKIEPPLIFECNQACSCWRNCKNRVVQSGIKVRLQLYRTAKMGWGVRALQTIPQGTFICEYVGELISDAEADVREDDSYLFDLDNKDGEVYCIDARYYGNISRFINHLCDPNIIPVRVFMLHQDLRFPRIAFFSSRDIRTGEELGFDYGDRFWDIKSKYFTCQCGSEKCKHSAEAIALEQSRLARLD
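AlphaScreen detection with an anti-monomethyl H3K9 antibody quantified product after a 2 h room-temperature reaction containing 500 nM biotinylated H3K9 peptide, 20 µM SAM and 20 nM enzyme, which had been preincubated 15 min with compound.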
GLS inhibitor – glutaminase GLS (human) inhibition; 410,000 tested, 0.21% active; GLS enzymatic activity, qHTS titration; Potency, µM (highest dose often 45.5 µM), inactives show at the top dose activity change, negative = inhibition, most hits filed as inhibitors; AID 624170; further: potency means the concentration at half of the fitted maximal effect; on the % scale 0 is the no-effect control and ±100 the full control effect
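Enzyme dispensed in phosphate buffer (45 mM, pH 8.2, 0.02% Tween-20), compounds pinned in, then 1 mM L-glutamine solution and the glutamate oxidase–HRP–Amplex Red mix added; fluorescence read immediately and again after 30 min at room temperature.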
12-LOX inh – inhibitors of human 12S-lipoxygenase ALOX12 | P18054 | purified 12hLO, xylenol orange hydroperoxide absorbance | Potency, µM (series often up to 108 µM), without a hit: at the highest dose activity change, negative = inhibition, usual class: inhibitors | 580,000 tested, 1.1% active | AID 1671190; further: potency means the concentration at half of the fitted maximal effect; on the % scale 0 is the no-effect control and ±100 the full control effect
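Hydroperoxide product was detected by ferrous iron/xylenol orange as the 573 to 405 nm absorbance ratio. Arachidonic acid at 40 uM (final) was turned over for 30 min at room temperature by 150 nM human 12hLO, pH 7.0 Hepes buffer, after 15 min compound preincubation.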
PI4K2A block – inhibitors of human PI4K2A; AID 1346378; Q9BTU6; 420,000 tested, 0.13% active; activity change, negative = inhibition, % at 76.9 µM; purified PI4K2A, ADP-Glo luminescence, 1 h; active compounds read low; in the data active means activity change below about -50%; inconclusive means mostly about -30% to -49%;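 further: -100% = wells without enzyme as full effect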
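PI4K2A activity was measured by ADP-Glo luminescence: enzyme (4 ug/mL stock) and phosphatidylinositol (1.2 mM stock) in Tris pH 7.5/MgCl2/EGTA/Triton X-100 buffer were reacted with ATP (300 microM stock) for one hour at ambient temperature.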
ERG-DNA inh – ERG Ets/DNA interaction inhibition. P11308. fluorescence polarization, His-ERG Ets domain / labelled DNA. Potency, µM (highest dose often 76.9 µM), without a hit: at the top dose FP activity, negative = inhibition, usual class: inhibitors. 370,000 tested, 0.028% active; active means well fitted inhibition curve with a large enough effect in the polarisation, with a control signal flat; inconclusive means small, poorly fitted or top-dose-only effect, or effect the other way, or a change in a side signal; inactive means no such curve, though single readings can be large or run the other way; the % refers to the polarisation;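 further: polarization taken with two DNA probes labelled with fluorescein and Texas red; potency means the concentration at half of the fitted maximal effect; % of control where 0% means no effect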
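His-tagged ERG Ets domain (1 uM in the protein solution; 300mM KCl, 50mM Tris-HCl, 1mM EDTA, 1mM DTT, pH 7.5) received compound, then a probe mix of 5 nM fluorescein-DNA and 100nM Texas-615-DNA. Fluorescence polarization was read for both dyes.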
HP1b chromo inh – inhibitors of HP1-beta chromodomain binding to methylated histone tails; AlphaScreen HP1-beta / biotin-H3K9me3 peptide binding; 390,000 tested, 0.56% active; Potency, µM (highest dose often 114 µM), without a hit: top-dose activity change, negative = inhibition, usual class: inhibitors; AID 540317; P83916; further: potency means the concentration at half of the fitted maximal effect; nearly all actives have a fitted effect of over 70% in size; inactives centre near 23
Target sequence (P83916 whole entry, looked up): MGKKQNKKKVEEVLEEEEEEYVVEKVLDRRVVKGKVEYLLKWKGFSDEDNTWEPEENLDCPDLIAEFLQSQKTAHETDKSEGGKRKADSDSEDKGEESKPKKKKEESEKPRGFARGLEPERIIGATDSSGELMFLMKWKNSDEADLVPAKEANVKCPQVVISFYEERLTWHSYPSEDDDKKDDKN
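Compound inhibition of the preformed complex between 50 nM HP1-beta and 50 nM biotinylated H3K9me3 peptide was read by AlphaScreen. Buffer was PBS pH 7.4 with 0.01% Tween-20. Incubations ran 30 min at room temperature, with 10 ug/mL donor/acceptor beads.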
BAZ2B block – BAZ2B (human) inhibition | Potency, µM (top dose mostly 114 µM), inactives show at the highest dose activity change, negative = inhibition, usual class: inhibitors | Q9UIF8 | 360,000 tested, 4.4% active | AlphaScreen BAZ2B-H3K14Ac peptide displacement; further: potency means the concentration at half of the fitted maximal effect; on the % scale 0 is the no-effect control and ±100 the full control effect; nearly all actives have a fitted effect of over 60% in size
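Multi-concentration screen (max 110 uM) measuring displacement of acetylated histone H3 peptide from BAZ2B by AlphaScreen, using 50 nM protein, 50 nM peptide and 10 ug/mL streptavidin donor plus Ni-chelate acceptor beads.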
Starred values were filed as active, the others as inactive; ? = inconclusive; / = not tested or not shown; & = joins results of further samples; [ ] = dose if it differs, or a comment. Unless noted, the call rests on the fitted dose curve; in most records, active means well fitted curve in the direction sought with a large enough effect; inconclusive means small, poorly fitted or top-dose-only effect, or another doubt; inactive means no such curve, though single readings can be large; an effect the other way counts as inactive or inconclusive.

Results follow in this order: PI4K2A block, RGS4 inh, G9a inh, HP1b chromo inh, GLS inhibitor, 12-LOX inh, JMJD2A Tudor, ERG-DNA inh, BAZ2B block
O=Cc1cccc2ccc3cccc(C(=O)O)c3c12
    2, -4%, /, 20%, -3%, 47%[activator], 3%, -6%, /
COc1ccc(-c2csc(NC(=O)c3ccc(N4C(=O)CCC4=O)cc3)n2)cc1OC
    -7, -2%, 2%, 38%, -14%, -22%, -16%, 3%, 0%
O=C(/C=C/c1ccccc1)NNC1=NS(=O)(=O)c2ccccc21
    3, -11%, ?, 15%, 18%, 7%, ?, 13%, -28%
C/C(=N/NC(=O)CNC(=O)c1cccnc1)c1cccc([N+](=O)[O-])c1
    -4, 16%, 66%[activator][59 µM], 28%, 3%, 12%, -9%, -15%, -16%
CCN=C1S/C(=C\c2cc(OCC)c(O)cc2Br)C(=O)N1CC
    9, -15%, -9%, 9%, 13%, -3%, -17%, -5%, -3%
COCc1c(C(=O)N2CCN(c3ccccc3C)CC2)oc2ccccc12
    -4, -37%, /, 76%[activator], -2%, 118%[activator], -17%, -10%[15.4 µM], /
Cc1cccc(/C=N/Nc2ccc3ccccc3n2)c1
    -26, -9%, 14%, 36%, 2%, 0%, -5%, -12%, -7%
CC(C)CCC(CCN1CCOCC1)c1ccc2c(c1)OCO2 (stereo not drawn)
    3, 0%, 45µM*, -52%, 5%, ?, 3.2µM*, -2%, ?
CN(CCO)c1cc(NCCCN2CCC(Cc3ccccc3)CC2)c2nonc2c1[N+](=O)[O-]
    1, 8%, ?, ?, 3%, ?, ?, 3%, ?
CC(NC(=O)COC(=O)C1CCN(c2ccc(C(F)(F)F)cn2)CC1)c1ccc(Br)cc1 (stereo not drawn)
    -8, ?, 58%[activator], 42%[activator], 8%, -10%, -3%, 9%, -12%
COc1ccc(CCNC(=O)COC(=O)CCC(=O)c2cccs2)cc1OC
    -2, -4%, /, -10%, -9%, -9%, -15%, 8%, /
O=C(NCC1CCCO1)c1cccc(N2C(=O)C3C4C=CC(C4)C3C2=O)c1 (stereo not drawn)
    1, -32%, 2%[12.7 µM], 54%[activator], -7%, 238%[activator][57.4 µM], 9%, 8%, 2%
CCCCn1c(N)c(N(CCC(C)C)C(=O)c2ccc([N+](=O)[O-])s2)c(=O)[nH]c1=O
    0, 24%, 79µM*, -5%, 3%, ?, -21%, 5%, 6%
CC(C)C[C@@H](CO)NC(=O)CC[C@H](NC(=O)OC(C)(C)C)C(=O)N(Cc1ccccc1)Cc1ccccc1
    -1, 0%, /, 37%, 0%, 8%, -16%, 0%, /
CC(C)(C)OC(=O)N[C@@H](CC(=O)OCc1ccccc1)C(=O)O
    1, ?, -31%, 10%, 19%, ?, 50µM*, 5%, 7%
Cc1noc(C)c1CSCC(=O)Nc1nc(-c2ccc(F)c(F)c2)cs1
    -1, 13%, -4%, 21%, -3%, ?, -12%, 19%, -28%
O=C(/C=C/c1ccc(S(=O)(=O)N2CCOCC2)cc1)NCCc1ccc(C(F)(F)F)cc1
    2, 17%, 15%[12.7 µM], 44%[activator], -2%, 3%, -3%, 14%, -3%
COc1cccc(C2c3c(oc4ccc(F)cc4c3=O)C(=O)N2CCN2CCOCC2)c1OC (stereo not drawn)
    7, -5%, -18%[59 µM], 4%, -1%, -9%, -25%, -6%, 4%
CCOc1ccc2nc(Cl)c(C3CC(c4ccco4)=NN3S(=O)(=O)c3ccccc3)cc2c1 (stereo not drawn)
    4, 9%, ?, 4%, -1%, ?, -24%, 10%, -34%
Cc1ccsc1/C=N/NC(=O)c1ccccn1
    -10, 7%, 4µM*, 43%[activator], 8%, 18%, -5%, 11%, 50µM*
CC(C)CCNC(=O)Cn1c(-c2cccs2)cc2cc(F)ccc21
    2, 2%, 0%[59 µM], 43%[activator], -6%, -6%, 7%, -6%, 3%
O=C(O)c1cc(-c2ccccc2)nc2ccccc12
    1, 17%, -16%, 38%[activator], 1%, -19%, -26%, -15%, 0%&-26%
O=[N+]([O-])c1ccccc1CN1CCN(S(=O)(=O)c2ccccc2)CC1
    -2, 4%, /, ?, 4%, ?, 20µM*, -3%, /
COCCN(C(=O)c1sc2ccccc2c1Cl)c1c(N)n(CC(C)C)c(=O)[nH]c1=O
    0, 25%, 31%[12.7 µM], 37%, 1%, -1%, -5%, -2%, -5%
Cc1ccc(SCc2[nH]nc3c2C(C(C)C)C(C#N)=C(N)O3)cc1 (stereo not drawn)
    0, -35%, 23%, 36%, 6%, 0%, -26%, 13%, 0%[57.1 µM]
CCOc1c(C)cnc2c1c(=O)n(CC(=O)NCC1CCCO1)c(=O)n2C (stereo not drawn)
    -5, -21%, 6%[59 µM], 13%, 7%, -20%, -17%, 3%, 8%
CC(=O)Nc1ccnc(-c2cccnc2)n1
    8, 10%, 5%[12.7 µM], 24%, 5%, 13%, 3%, 7%, -6%
CC(Oc1ccccc1)C(=O)N1CCc2ccccc2C1 (stereo not drawn)
    -4, -1%, 13%, 19%, -4%, 17%, 4%, 0%, 7%
COC(=O)CN1C(=O)[C@H]2[C@@H](c3ccc(C)o3)N3C(=O)CN(Cc4ccccc4)C(=O)[C@@]3(Cc3ccccc3)[C@H]2C1=O
    1, 4%, -21%, 18%, -7%, 13%, -16%, 5%, -4%
COC(=O)CCCC1=CC2=C(c3ccccc3)C(=O)C(C)(OC(=O)C3CCCC3)C(=O)C2=CN1CCN1CCOCC1 (stereo not drawn)
    0, -13%, 16%[12.7 µM], 3%, -4%, -15%, -27%, -17%, -2%
CC1(C)Cc2c(cnn2-c2ccccc2)C(NC(=O)CCCN2CCCC2=O)C1 (stereo not drawn)
    -2, 4%, 19%, 39%, 9%, 32%[activator], -4%, -7%, -5%
Cc1ccc(OCC(=O)Nc2cc(-c3cccc(C)c3)nn2-c2ccccc2)cc1
    0, 0%, 5%[59 µM], 24%[57 µM], 1%, -3%, 5%, 8%, 6%
NC1=NC(c2ccc([N+](=O)[O-])cc2)N(c2ccc(F)cc2)C(N)=N1 (stereo not drawn)
    0, 10%, /, 29%, 1%, 272%[activator], -14%, 10%, /
N#Cc1ccc(CN2CCN(C(=O)c3cc(Cl)c4c(c3)OCCO4)CC2)cc1
    -3, 9%, 0%[12.7 µM], 37%, -1%, 11%, 0%, -1%, 5%
CC(C)CCNC(=O)C(c1cccs1)N(CC1CCCO1)C(=O)Cn1nnc2ccccc21 (stereo not drawn)
    -12, -2%, ?, 18%, 7%, 298%[activator], -15%, 2%, 0%
CCN(CCCNC(=O)c1nn(-c2ccc(C)cc2)c(=O)c2c1c1ccccc1n2C)c1ccccc1
    6, -2%, -4%[59 µM], 39%[activator], -11%, ?, -9%, -17%, /
CCC1CCCCN1CCCNC(=O)c1ccc(N2CCCC2=O)cc1 (stereo not drawn)
    -14, 11%, -2%, 31%, -4%, 21%, -25%, -5%, -4%
CCOC(=O)c1cnc(SC)nc1Sc1cc(Cl)ccc1Cl
    0, 19%, 87%[activator][59 µM], 228%[activator], 5%, 160%[activator], 112%[activator], 4%, 87%[activator]
Fc1ccc(C2CC(c3ccccc3)n3ncnc3N2)cc1 (stereo not drawn)
    -5, 5%, -13%[59 µM], 19%, 10%, -23%, -12%, 2%, 3%
CCN1CCN(C2CCCCC2NS(=O)(=O)c2ccccc2)CC1 (stereo not drawn)
    -8, 4%, 26%, 39%[activator], -1%, 0%, -2%, 18%, -3%
COc1ccc(N(C)S(=O)(=O)c2cccc(C(=O)N3CCN(S(=O)(=O)c4ccc(C)cc4)CC3)c2)cc1
    5, 1%, 9%, 31%, -5%, -12%, -25%, 7%, -16%
CCOCCCNC(=O)N1CCN(S(=O)(=O)c2ccc3c(ccn3C)c2)CC1
    0, -37%, -1%[59 µM], 14%[57 µM], -9%, -23%, 2%, -1%, -36%
CCOC(=O)c1c(NC(=O)CN2CCC(C)CC2)sc(C)c1C
    9, 14%, 55%[activator], 50%[activator], -1%, 1%, -4%, 15%, 8%
NC(=O)c1nn(-c2ccccc2)nc1N
    11, -7%, -26%[12.7 µM], 28%, -26%, -11%, -4%, -16%, ?
COc1ccccc1CN(Cc1nc2ccccc2c(=O)[nH]1)C(=O)Nc1ccccc1C
    6, 5%, -15%[2.33 µM], 2%, 3%, 10%, -19%, 2%, -11%
Cc1ccc(/C=N/NC(=O)CSc2nc3ccccc3o2)cc1
    -5, ?, 12%[59 µM], 54%[activator], -4%, -24%, -17%[57.1 µM], -8%, -9%
CCn1c(CSc2nnc(-c3ccncc3)n2C)nc2cc(C(=O)O)ccc21
    -2, ?, -1%[12.7 µM], 31%, 0%, ?, 8%, 25µM*, -18%
Cc1cc2cc(CNC(=O)c3ccc(Br)o3)ccc2n1C
    -14, ?, -110%[59 µM], -24%, 0%, ?, 56µM*, ?, 35µM*
CCN1CCCC1CNS(=O)(=O)c1cc(Br)cc2c1N(C(=O)C1CC1)CC2 (stereo not drawn)
    2, 12%, -1%[12.7 µM], 15%, 3%, -9%, -11%, -7%, 4%
Cc1ccc2nc(NC3=NCN(Cc4cccnc4)CN3)nc(C)c2c1
    2, -14%, 0%[12.7 µM], 17%, -12%, 0%, -11%, 6%, -3%
COc1ccc(CNC(=O)Cn2c(=O)nc(-c3ccccc3)c3ccccc32)cc1OC
    6, -5%, 0%[59 µM], 3%, -16%, -20%, -15%, -4%, -3%

Some of the compounds tested, so the mix of outcomes need not match the whole.
